MC4R barr agon: activates human MC4R beta-arrestin recruitment; P32245; U2OS MC4R beta-arrestin complementation, luminescence; percent of melanotan II response, DMSO zero; activation, % at 8.9 µM; 0.98% of 360,000 active; AID 540308;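 active = activation above a per-plate cutoff, the mean activation of sample wells on that plate plus 3 SD, cut at about 8% in these data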
Target sequence (P32245 whole entry, looked up): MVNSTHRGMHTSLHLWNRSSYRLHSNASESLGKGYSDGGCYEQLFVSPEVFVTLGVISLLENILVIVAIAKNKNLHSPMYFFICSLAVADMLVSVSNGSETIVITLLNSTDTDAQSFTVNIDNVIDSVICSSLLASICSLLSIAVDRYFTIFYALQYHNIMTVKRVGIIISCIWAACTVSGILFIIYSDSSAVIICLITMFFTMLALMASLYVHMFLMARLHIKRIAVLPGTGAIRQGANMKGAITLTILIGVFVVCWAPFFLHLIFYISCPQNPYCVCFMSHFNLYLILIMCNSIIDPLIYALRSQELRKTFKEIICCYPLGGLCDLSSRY
iPSC survival up: enhancers of human iPSC single-cell survival | 0.044% of 360,000 active | survival enhancement, % at 20 µM | hiPSC single-cell survival, ATPlite luminescence; 100% = ROCK inhibitor wells, 0% = DMSO | AID 602274; in the data active = survival enhancement above about 18%;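 also: cells exposed to compounds for 16 hours before the ATP read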
ABCB6 inh 2: inhibitors of human ABC transporter ABCB6; fluorescence ratio to DMSO, % at 10 µM; Q9NP58; K562-ABCB6 porphyrin accumulation, flow cytometry, 1 h; active compounds read low; 0.19% of 360,000 active;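 active = fluorescence ratio to DMSO below 75%, the collection mean minus 3 SD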;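 also: signal is porphyrin accumulated inside mitochondria; 100% equals median channel fluorescence of DMSO control wells; lower ratio means ABCB6 inhibition with less porphyrin fluorescence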
H9c2 protect: modulators protecting cardiomyocytes from myocardial damage | 0.63% of 360,000 active | protection from H2O2 cell death, % at 20 µM | H9c2 cardiomyocytes, H2O2 injury protection, ATPLite, 2 h;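 active = compounds giving at least 50% protection of heart cells from peroxide-induced death in the single-dose screen, raw or plate-pattern-corrected value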;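 also: 0% = DMSO wells with peroxide and 100% = DMSO wells without peroxide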
ABHD5 PLIN5 PPI: ABHD5-PLIN5 protein interaction inhibition. 0.78% of 360,000 active. inhibition, % at 4 µM. Split G. princeps luciferase complementation, luminescence, 4 h. Q00G26+Q8WTS1;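 active = inhibition above the mean inhibition across every tested compound plus 3 SD, cut at about 22% in these data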;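 also: 0% = DMSO only wells and the 100% control is not disclosed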
aDG glyco act: alpha-DG glycosylation activation; activation, % at 10 µM; AID 624168; 0.22% of 360,000 active; Pro5-aDG cells, alpha-DG glycosylation AlphaScreen (IIH6); 0% Pro5, 100% B10-LARGE cell signal;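 active = activation of at least 8% versus controls, or a plate z-score of at least 8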;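 also: Pro5 are CHO cells carrying HIG-tagged alpha-DG that lacks glycosylation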
Exocytosis inh: blocks lytic granule exocytosis; TALL-104 LAMP-1 surface exposure, flow cytometry; cells stimulated with thapsigargin and PMA; inhibition, % at 10 µM; 0.66% of 360,000 active; AID 651702;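 active = inhibition above about 55%, limit read from the data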
MC4R antagonist: human MC4R antagonism in cAMP assay. MC4R-expressing cells, MTII-stimulated cAMP, LANCE TR-FRET. P32245. inhibition, % at 6.5 µM. 0.48% of 360,000 active;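 active = inhibition above its plate's cutoff, the mean of tested wells on that plate plus 3 SD, cut at about 29% in these data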;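 also: 0% = Melanotan II alone and 100% = Melanotan II plus saturating MCL0020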
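Material: human MC4R-expressing U2OS cells. Probe or stimulus: Melanotan II challenge. Dosing: 6.5 µM single dose. Times: 30-min compound, 1-h challenge, 1-h detection, room temperature. Technique: TR-FRET with Eu-cAMP and labeled anti-cAMP, 671 nm. Replication: singlicate.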
N-glyco inh: N-linked glycosylation inhibition; D54 ERlucT glycosylation luciferase reporter, 24 h; percent of 100 nM tunicamycin response; reporter increase, % at 12.5 µM; 0.23% of 360,000 active; AID 588692;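 active = mean luciferase reporter signal, scaled so untreated is 0 and the glycosylation-blocking control 100, at or above a set limit in every replicate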;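 also: luciferase carries N-glycosylation sites so blocking glycosylation raises the light; 0% = median of neutral control wells and 100% = median of 100 nM tunicamycin wells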
HTR2A ag: activates the mouse 5-HT2A serotonin receptor; activation, % at 7.6 µM; P35363; 0.66% of 360,000 active; CHO-K1 mHTR2A beta-arrestin complementation, luminescence; percent of 30 µM serotonin response;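 active = activation above a run cutoff, the mean activation of all tested compounds plus 3 SD, cut at about 14% in these data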;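 also: 0% = plate median of compound wells and 100% = 30 µM serotonin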
Target sequence (P35363 whole entry, looked up): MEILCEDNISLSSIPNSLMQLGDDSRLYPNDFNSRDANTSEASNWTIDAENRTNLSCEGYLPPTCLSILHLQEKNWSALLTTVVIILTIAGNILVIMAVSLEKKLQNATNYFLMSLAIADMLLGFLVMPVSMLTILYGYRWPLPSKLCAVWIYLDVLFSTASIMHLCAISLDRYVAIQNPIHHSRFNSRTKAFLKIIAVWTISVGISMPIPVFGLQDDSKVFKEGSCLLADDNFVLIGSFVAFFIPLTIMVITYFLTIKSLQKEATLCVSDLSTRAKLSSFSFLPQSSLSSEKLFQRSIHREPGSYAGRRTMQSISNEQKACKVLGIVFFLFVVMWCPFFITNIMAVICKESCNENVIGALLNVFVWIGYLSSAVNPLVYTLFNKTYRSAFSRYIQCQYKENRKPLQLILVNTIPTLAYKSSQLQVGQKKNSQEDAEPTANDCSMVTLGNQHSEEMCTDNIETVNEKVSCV
An asterisk follows results filed as active; · = not tested or not shown; & = joins results of further samples.

SMILES | MC4R barr agon | iPSC survival up | ABCB6 inh 2 | H9c2 protect | ABHD5 PLIN5 PPI | aDG glyco act | Exocytosis inh | MC4R antagonist | N-glyco inh | HTR2A ag
COc1ccc(Br)cc1S(=O)(=O)n1c([N+](=O)[O-])cnc1C | -1.5 | 0.2 | 104 | 1 | 1 | 0.1 | 5 | 8 | 3 | 3
O=C(NCc1ccc2c(c1)OCO2)c1cc([N+](=O)[O-])ccc1N1CCOCC1 | -1.1 | -0.2 | 96 | 6 | -13 | -0.3 | 0 | -3 | 26* | 0
O=S(=O)(Nc1ccc2nc(C(F)(F)F)[nH]c2c1)c1ccccc1 | 1.8 | 0.1 | 107 | -14 | 0 | 0.4 | -3 | 8 | -1 | 1
COc1cccc(NC(=O)N2CCN(c3ccc(C(F)(F)F)cn3)CC2)c1 | -2.2 | 0.1 | 97 | -11 | -7 | 0.0 | -7 | 1 | 2 | 12
COc1ccc(OC)c(CCNC(=O)CCCC(=O)n2ncc3cc(C)ccc32)c1 | 0.4 | -0.5 | 102 | -4 | 3 | -0.1 | 4 | 20 | -1 | 10
COc1ccc(Cl)cc1S(=O)(=O)Nc1noc2ccccc12 | 1.1 | -0.3 | 103 | 6 | 6 | 0.0 | -14 | 0 | 0 | 9
COc1ccc(C2CC(c3cccs3)=NN2c2ccc(F)cc2)cc1OC (stereo not drawn) | 1.2 | -1.6 | 110 | 12 | -5 | 1.5 | 0 | -2 | -1 | -6
O=S(=O)(NCC1CN(S(=O)(=O)c2c(F)cccc2F)C1)c1ccc2c(c1)OCCO2 | -0.3 | -1.8 | 93 | -25 | 1 | 1.3 | 13 | 5 | -3 | -8
CCOC(=O)c1c(NC(=O)c2ccc(C)cc2)sc2c1CC(C)(C)OC2 | -0.8 | -1.0 | 99 | -5 | -3 | 0.2 | 0 | 13 | -3 | 0
CCc1cc(C(=O)OC)c(NC(=O)CC2Nc3cc(C)c(C)cc3NC2=O)s1 (stereo not drawn) | 0.1 | -0.8 | 106 | 2 | 2 | 0.0 | 0 | 6 | 3 | 3
COc1ccc(S(=O)(=O)Cc2ccc(C(=O)N3CCN(c4ccccn4)CC3)o2)cc1 | 1.9 | 6.4 | 98 | 9 | -4 | -0.2 | 3 | -30 | -2 | -3
Cn1nc(C(=O)OCC(=O)Nc2ccc(C(N)=O)cc2)c2ccccc2c1=O | -0.8 | -1.9 | 98 | 6 | 2 | 0.7 | 0 | 15 | -1 | -2
Clc1ccc(COc2ccccn2)c(Cl)c1 | -1.1 | -1.1 | 99 | -1 | 2 | 0.2 | -2 | 0 | -1 | 0
N#Cc1cccnc1N1CCN(C(=O)c2cccc3c2C(=O)c2ccc(Cl)cc2S3(=O)=O)CC1 | -1.4 | -7.3 | 96 | 17 | -4 | 0.0 | 0 | -39 | -3 | 0
CCCn1c(SCC(=O)c2cc(OC)ccc2OC)nnc1-c1ccco1 | -2.4 | -1.0 | 97 | 7 | -7 | 0.2 | -1 | 2 | -1 | -2
Cc1cc(-c2nnc(SCC(=O)Nc3ccc(F)cc3F)n2N)n[nH]1 | -2.3 | 0.6 | 99 | 6 | -6 | -0.1 | -21 | -4 | 2 | 4

Some of the entries so far, with each value named.
compound: CCc1cc(C(=O)OC)c(NC(=O)CC2Nc3cc(C)c(C)cc3NC2=O)s1 (stereo not drawn)
- MC4R barr agon = 0.1
- iPSC survival up = -0.8
- ABCB6 inh 2 = 106
- H9c2 protect = 2
- ABHD5 PLIN5 PPI = 2
- aDG glyco act = 0.0
- Exocytosis inh = 0
- MC4R antagonist = 6
- N-glyco inh = 3
- HTR2A ag = 3
compound: COc1ccc(S(=O)(=O)Cc2ccc(C(=O)N3CCN(c4ccccn4)CC3)o2)cc1
- MC4R barr agon = 1.9
- iPSC survival up = 6.4
- ABCB6 inh 2 = 98
- H9c2 protect = 9
- ABHD5 PLIN5 PPI = -4
- aDG glyco act = -0.2
- Exocytosis inh = 3
- MC4R antagonist = -30
- N-glyco inh = -2
- HTR2A ag = -3

New compounds follow.
SMILES | MC4R barr agon | iPSC survival up | ABCB6 inh 2 | H9c2 protect | ABHD5 PLIN5 PPI | aDG glyco act | Exocytosis inh | MC4R antagonist | N-glyco inh | HTR2A ag
c1ccc(-c2ccccc2OCCOCCN2CCc3ccccc3C2)cc1 | -2.2 | 0.4 | 97 | -11 | 9 | 0.2 | 15 | -7 | -1 | -3
Cc1c(S(=O)(=O)NC2CCCCC2)c(=O)n(C)c(=O)n1C | -2.1 | 0.1 | 99 | -1 | 12 | -0.1 | -4 | -1 | 4 | -2
CC(C)CCNC(=O)c1onc(CSc2nc3ccccc3[nH]2)c1C(=O)NCCC(C)C | 1.5 | -2.4 | 100 | -3 | 8 | 0.7 | 10 | 8 | -5 | -3
O=C(Nc1cccc(-c2cn3cccnc3n2)c1)c1ccc(Br)o1 | -0.2 | 0.2 | 92 | 35 | 4 | -0.3 | 0 | 7 | 3 | 5
COc1ccc(CCNC(=O)c2cc3c(=O)n4cccc(C)c4nc3s2)cc1OC | -1.8 | 0.4 | 168 | 17 | 1 | 0.0 | 54 | 1 | 3 | 5
Clc1ccccc1COc1ccc(/C=N/n2cnnc2)cc1 | -1.9 | -1.2 | 96 | -8 | -2 | 1.3 | 0 | 1 | 1 | 0
CC(=O)N=c1sc2nc3ccccc3nc2n1N(C(C)=O)C(C)=O | -1.3 | -2.4 | 101 | 29 | 0 | -0.2 | 0 | 14 | 2 | -5
Cc1cccc(N2CCN(C(C)C(=O)N3CCc4ccccc43)CC2)c1C (stereo not drawn) | 1.3 | 0.5 | 92 | -10 | -1 | -0.1 | 10 | 3 | -1 | -6
CCOC(=O)c1cccc(NC(=O)CSc2nnc(-c3cccnc3)n2CC)c1 | -0.6 | 2.5 | 98 | 15 | 2 | 0.1 | -2 | 5 | -1 | 10
C=C1C[C@H]2[C@@H]3C=C(C)C4=CC(=O)CC[C@]4(C)[C@H]3CC[C@]2(C)[C@@]1(OC(C)=O)C(C)=O | -0.1 | 3.2 | 100 | 8 | 1 | 0.0 | 4 | 6 | -5 | 2
N=C(N)SCc1cn(-c2ccccc2)nc1-c1ccc(Br)cc1 | 17* | -0.6 | 102 | -23 | 12 | -0.9 | 33 | 1 | -12 | -6
CSc1c(CC(=O)Nc2ccccc2Cl)n(Cc2ccccc2)c2ccccc12 | -2.2 | 0.0 | 98 | -15 | 4 | 0.4 | -1 | 7 | -4 | 1
O=C(CCn1c(=O)c2ccccc2n(Cc2cc(=O)n3ccccc3n2)c1=O)NCc1ccco1 | -3.1 | 1.2 | 99 | -2 | 9 | -0.4 | -6 | 1 | -4 | 1
CC(C)[C@@H]1Cc2[nH][nH]c(=O)c2[C@H](C)O1 | · | 0.8 | 174 | · | 3 | 0.0 | -5 | · | · | 11
CC(C)C(C(=O)NC(C)(C)C)N1C(=O)c2ccccc2C1=O (stereo not drawn) | -2.0 | -2.2 | 92 | 5 | -6 | -0.1 | 3 | 3 | 3 | -2
S=c1[nH]nc(Nc2ccccc2Cl)s1 | -2.2 | -0.8 | 95 | 0 | -5 | 0.0 | -2 | 1 | 2 | 0
C[C@H](CO)N1C[C@H](C)[C@H](CN(C)Cc2ccccc2)Oc2c(NC(=O)Nc3ccc(F)cc3)cccc2C1=O | -0.9 | 1.6 | 96 | -6 | -5 | 1.3 | 2 | -1 | -1 | 3
CCOC(=O)N1CCN(S(=O)(=O)c2ccc3c(c2)oc(=O)n3C)CC1 | -0.4 | 0.2 | 97 | -4 | 1 | -0.1 | -1 | 2 | 0 | 1
O=C(c1ccccc1)N1CCN(C(=O)c2ccc3c(c2)OCCO3)CC1 | -1.2 | -0.7 | 95 | 15 | -1 | -0.1 | 2 | 22 | -3 | -1
Cc1[nH]nc2c(=S)[nH]c(=O)[nH]c12 | -3.3 | -0.9 | 101 | 0 | -6 | -0.2 | -9 | 0 | 1 | -5
C=CCn1c(Sc2ncc([N+](=O)[O-])s2)n[nH]c1=O | -2.1 | -0.7 | 97 | -18 | 4 | -0.2 | 58* | 43* | 6 | -7
O=S(=O)(c1ccc(SCCOc2ccc(Cl)cc2)nc1)N1CCCC1 | -1.8 | 0.1 | 94 | -16 | 11 | 0.3 | 2 | 4 | -5 | -7
CCNC(=S)N1N=C2c3ccccc3CCC2C1c1ccc(F)cc1 (stereo not drawn) | 0.1 | 0.0 | 95 | 2 | -4 | -0.1 | -10 | 4 | 9 | 1
COc1ccc(OCCNC2CCCC2)cc1 | 1.0 | 3.1 | 107 | -4 | 0 | 0.5 | 4 | 12 | -1 | 2

Compound profiles, as listed above. Order of values: MC4R barr agon	iPSC survival up	ABCB6 inh 2	H9c2 protect	ABHD5 PLIN5 PPI	aDG glyco act	Exocytosis inh	MC4R antagonist	N-glyco inh	HTR2A ag
COc1ccc(OCCNC2CCCC2)cc1 as listed: 1.0	3.1	107	-4	0	0.5	4	12	-1	2
CCOC(=O)N1CCN(S(=O)(=O)c2ccc3c(c2)oc(=O)n3C)CC1 as listed: -0.4	0.2	97	-4	1	-0.1	-1	2	0	1
Cc1[nH]nc2c(=S)[nH]c(=O)[nH]c12 as listed: -3.3	-0.9	101	0	-6	-0.2	-9	0	1	-5

The list continues:
SMILES | MC4R barr agon | iPSC survival up | ABCB6 inh 2 | H9c2 protect | ABHD5 PLIN5 PPI | aDG glyco act | Exocytosis inh | MC4R antagonist | N-glyco inh | HTR2A ag
Cc1ccc2c(CN3CCN(Cc4ccc5c(c4)OCO5)CC3)cc(=O)oc2c1C | -1.5 | -0.7 | 100 | -3 | 3 | 1.2 | 7 | 2 | 2 | -5
CCCCN(C=O)c1c(CC)nc2ccc(C(=O)NCc3ccc4c(c3)OCO4)cn12 | -0.8 | -1.5 | 98 | 5 | -1 | -0.2 | 2 | 3 | 0 | -5
C#CCOCCOCCOCCNc1nc(N2CCN(C(=O)C([C@@H](C)O)n3cc([C@@H](N)CCCCN)nn3)CC2)nc(N2CCN(C(=O)[C@H](CO)n3cc([C@@H](N)C(C)C)nn3)CC2)n1 (stereo partly drawn) | -1.4 | -1.0 | 97 | 4 | -4 | -0.2 | -8 | -1 | 3 | -2
O=C(COC(=O)/C=C/c1ccccc1)Nc1ccc(Cl)cn1 | 2.3 | -0.5 | 96 | 1 | -3 | -0.1 | 4 | 13 | 0 | 0
O=c1ccn([C@@H]2O[C@H](CNCc3cccc4c3sc3ccccc34)[C@@H](O)[C@H]2O)c(=O)[nH]1 | · | 5.6 | 97 | 5 | 3 | -0.1 | -3 | · | 2 | 1
O=C(COc1ccc(Cl)cc1)N1CCN(Cc2ccc3c(c2)OCO3)CC1 | 2.5&0.6 | -1.2&0.2 | 105&96 | -16&-6 | -8&-3 | -0.1&0.0 | 0&23 | 6&7 | -1&-3 | 4&0
COC(=O)c1ccc(/C=C/c2ccc3cccc(OC)c3n2)cc1 | -0.5 | 1.9 | 100 | 23 | 3 | 0.1 | -1 | 1 | 2 | 2
